ERG-DNA inh: ERG Ets/DNA interaction inhibition | P11308 | 370,000 tested, 0.028% active | Potency, µM (top dose mostly 76.9 µM), inactives show top-dose FP activity, negative = inhibition, actives largely listed as inhibitors | fluorescence polarization, His-ERG Ets domain / labelled DNA; active means well fitted inhibition curve with a large enough effect in the polarisation, with a control signal flat; inconclusive means small, poorly fitted or top-dose-only effect, or effect the other way, or a change in a side signal; inactive means no such curve, though single readings can be large or run the other way; the % refers to the polarisation;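 further: polarization taken with two DNA probes labelled with fluorescein and Texas red; potency means the concentration at half of the fitted maximal effect; % of control where 0% means no effect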
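His-tagged ERG Ets domain (1 uM in the protein solution; 300mM KCl, 50mM Tris-HCl, 1mM EDTA, 1mM DTT, pH 7.5) received compound, then a probe mix of 5 nM fluorescein-DNA and 100nM Texas-615-DNA. Fluorescence polarization was read for both dyes.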
PGK inhibitor: inhibitors of T. brucei phosphoglycerate kinase; P07378; PGK/GAPDH coupled, Kinase-Glo luminescence, 60 min; Potency, µM (top dose mostly 57.5 µM), for the others: top-dose activity change, negative = inhibition, hits mostly inhibitors; 380,000 tested, 0.043% active; AID 602233; further: potency means the concentration at half of the fitted maximal effect; on the % scale 0 is the no-effect control and ±100 the full control effect; nearly all actives have a fitted effect of over 60% in size
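Luminescent ATP detection (Kinase-Glo Plus) follows a 60-minute room-temperature incubation, with wells lacking PGK as controls. Buffer: 100 mM TEA (pH 7.6), 5 mM MgCl2, 0.01% Tween-20. Coupling enzyme GAPDH (100 nM final) supplies unstable 1,3-BPG in-well.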
HP1b binding inh: blocks HP1-beta chromodomain binding to methylated histone tails; P83916; AlphaScreen HP1-beta / biotin-H3K9me3 peptide binding; Potency, µM (highest dose often 114 µM), for inactives: at the top dose activity change, negative = inhibition, most hits filed as inhibitors; 390,000 tested, 0.56% active; AID 540317; further: potency means the concentration at half of the fitted maximal effect; nearly all actives have a fitted effect of over 70% in size; inactives centre near 23
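HP1-beta protein (50 nM final) preincubated 30 min at room temperature with biotinylated H3(1-18)K9me3 peptide (50 nM) in PBS pH 7.4, 0.01% Tween-20, then compound added for 30 min. AlphaScreen streptavidin donor/nickel chelate acceptor beads (10 ug/mL final), 30 min dark, luminescence read.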
G9a inh: blocks human histone lysine methyltransferase G9a; Q96KQ7; G9a H3K9 monomethylation, AlphaScreen, 2 h; Potency, µM (titrated, usually from 102 µM), for inactives: top-dose activity, negative = inhibition, actives largely listed as inhibitors; 350,000 tested, 8.8% active; AID 504332; further: potency means the concentration at half of the fitted maximal effect; on the % scale 0 is the no-effect control and ±100 the full control effect; nearly all actives have a fitted effect of over 75% in size
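AlphaScreen detection with an anti-monomethyl H3K9 antibody quantified product after a 2 h room-temperature reaction containing 500 nM biotinylated H3K9 peptide, 20 µM SAM and 20 nM enzyme, which had been preincubated 15 min with compound.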
GLS inhibitor: inhibitors of human glutaminase (GLS). GLS enzymatic activity, qHTS titration. Potency, µM (highest dose often 45.5 µM), inactives show at the top dose activity change, negative = inhibition, actives largely listed as inhibitors. 410,000 tested, 0.21% active. AID 624170; further: potency means the concentration at half of the fitted maximal effect; on the % scale 0 is the no-effect control and ±100 the full control effect
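Glutamate formation by hKGA was monitored fluorometrically using coupled glutamate oxidase, HRP and Amplex Red. Substrate was added as 1 mM L-glutamine solution; incubation was 30 min at RT after an initial read.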
BAZ2B inh: inhibitors of human BAZ2B bromodomain; AlphaScreen BAZ2B-H3K14Ac peptide displacement; Q9UIF8; Potency, µM (doses to about 114 µM), without a hit: top-dose activity change, negative = inhibition, hits mostly inhibitors; AID 504333; 360,000 tested, 4.4% active; further: potency means the concentration at half of the fitted maximal effect; on the % scale 0 is the no-effect control and ±100 the full control effect; nearly all actives have a fitted effect of over 60% in size
Target sequence (Q9UIF8 whole entry, looked up): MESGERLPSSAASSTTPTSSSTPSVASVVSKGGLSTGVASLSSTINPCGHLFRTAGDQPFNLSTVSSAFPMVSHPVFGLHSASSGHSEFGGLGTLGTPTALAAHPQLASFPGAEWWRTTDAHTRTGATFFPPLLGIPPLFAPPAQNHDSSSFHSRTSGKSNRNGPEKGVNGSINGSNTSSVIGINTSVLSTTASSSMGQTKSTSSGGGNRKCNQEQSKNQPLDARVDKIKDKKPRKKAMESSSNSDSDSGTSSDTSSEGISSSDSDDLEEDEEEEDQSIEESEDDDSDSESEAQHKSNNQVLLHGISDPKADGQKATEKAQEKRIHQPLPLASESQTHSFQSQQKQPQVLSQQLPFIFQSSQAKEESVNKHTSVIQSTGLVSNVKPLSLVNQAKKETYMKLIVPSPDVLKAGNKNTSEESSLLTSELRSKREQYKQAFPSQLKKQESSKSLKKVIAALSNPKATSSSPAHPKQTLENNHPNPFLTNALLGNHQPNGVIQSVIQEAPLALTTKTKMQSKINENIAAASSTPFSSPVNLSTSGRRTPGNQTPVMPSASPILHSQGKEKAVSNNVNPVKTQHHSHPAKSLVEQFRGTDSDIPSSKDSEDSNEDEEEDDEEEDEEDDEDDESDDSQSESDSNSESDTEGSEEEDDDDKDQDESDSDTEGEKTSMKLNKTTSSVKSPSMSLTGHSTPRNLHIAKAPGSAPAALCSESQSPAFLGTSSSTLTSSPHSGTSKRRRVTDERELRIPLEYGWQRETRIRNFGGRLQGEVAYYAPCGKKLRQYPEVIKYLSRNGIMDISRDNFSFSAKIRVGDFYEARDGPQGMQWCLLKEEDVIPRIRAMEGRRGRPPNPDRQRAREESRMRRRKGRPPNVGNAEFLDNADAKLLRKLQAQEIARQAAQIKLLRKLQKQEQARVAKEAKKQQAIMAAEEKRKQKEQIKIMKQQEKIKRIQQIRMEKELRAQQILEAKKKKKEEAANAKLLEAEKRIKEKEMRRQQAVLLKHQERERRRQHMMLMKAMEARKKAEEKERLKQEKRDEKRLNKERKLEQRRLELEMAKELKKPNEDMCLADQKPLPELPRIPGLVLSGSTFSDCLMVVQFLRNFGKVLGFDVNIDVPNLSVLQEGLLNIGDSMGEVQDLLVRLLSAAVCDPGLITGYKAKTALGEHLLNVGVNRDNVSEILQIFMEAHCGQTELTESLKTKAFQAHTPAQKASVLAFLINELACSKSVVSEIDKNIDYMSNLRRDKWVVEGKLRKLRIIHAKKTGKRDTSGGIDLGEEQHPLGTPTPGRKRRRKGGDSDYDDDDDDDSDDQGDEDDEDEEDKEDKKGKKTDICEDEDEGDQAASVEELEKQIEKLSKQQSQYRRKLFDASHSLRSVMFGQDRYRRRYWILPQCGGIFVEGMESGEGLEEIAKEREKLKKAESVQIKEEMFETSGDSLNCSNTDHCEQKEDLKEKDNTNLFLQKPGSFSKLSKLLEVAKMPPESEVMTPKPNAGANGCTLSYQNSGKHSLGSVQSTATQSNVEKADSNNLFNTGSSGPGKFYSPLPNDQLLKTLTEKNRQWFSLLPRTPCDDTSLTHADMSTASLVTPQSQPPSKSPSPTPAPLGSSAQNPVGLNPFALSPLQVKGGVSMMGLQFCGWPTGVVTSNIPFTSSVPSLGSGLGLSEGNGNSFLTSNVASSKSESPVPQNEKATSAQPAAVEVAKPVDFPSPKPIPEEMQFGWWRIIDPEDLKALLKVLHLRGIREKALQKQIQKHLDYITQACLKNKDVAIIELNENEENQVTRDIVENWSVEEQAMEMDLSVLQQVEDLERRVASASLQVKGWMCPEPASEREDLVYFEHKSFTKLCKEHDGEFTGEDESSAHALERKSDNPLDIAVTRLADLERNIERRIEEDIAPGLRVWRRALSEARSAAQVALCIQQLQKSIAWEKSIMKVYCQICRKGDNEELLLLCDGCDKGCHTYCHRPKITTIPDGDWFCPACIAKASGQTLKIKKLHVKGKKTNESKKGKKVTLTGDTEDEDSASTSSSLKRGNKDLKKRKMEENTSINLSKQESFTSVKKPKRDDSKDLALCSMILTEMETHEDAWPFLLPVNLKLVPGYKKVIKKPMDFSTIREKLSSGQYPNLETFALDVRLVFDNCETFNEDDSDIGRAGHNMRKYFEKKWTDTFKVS
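AlphaScreen luminescence quantifies BAZ2B engagement of H3K14Ac peptide; the protein and biotinylated peptide are both at 50 nM final, buffer PBS pH 7.4 with 0.01% Tween-20, all steps at room temperature.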
PI4K2A inh: inhibitors of human PI4K2A; Q9BTU6; purified PI4K2A, ADP-Glo luminescence, 1 h; active compounds read low; activity change, negative = inhibition, % at 76.9 µM; 420,000 tested, 0.13% active; in the data active means activity change below about -50%; inconclusive means mostly about -30% to -49%;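 further: -100% = wells without enzyme as full effect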
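In this quantitative HTS, ADP production by PI4K2A was quantified luminescently after 1 h at ambient temperature; 100 microM adenosine served as plate-quality control.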
JMJD2A Tudor: blocks the human JMJD2A Tudor domain; O75164; AlphaScreen JMJD2A-Tudor / H3K4me3 peptide binding; Potency, µM (top dose mostly 114 µM), for the others: at the top dose activity change, negative = inhibition, actives largely listed as inhibitors; 390,000 tested, 4.4% active; AID 504339; further: potency means the concentration at half of the fitted maximal effect; on the % scale 0 is the no-effect control and ±100 the full control effect; nearly all actives have a fitted effect of over 50% in size
Pin1 inhibitor: blocks the human prolyl isomerase Pin1 | Pin1 FP peptide displacement, HiFluor488, 10 min | Potency, µM (titrated, usually from 115 µM), without a hit: at the top dose activity, negative = inhibition, most hits filed as inhibitors | 390,000 tested, 0.009% active; active means well fitted inhibition curve with a large enough effect in the polarisation, with a control signal flat, not every such curve was filed as active; inconclusive means small, poorly fitted or top-dose-only effect, or effect the other way, or a change in a side signal; inactive means no such curve, though single readings can be large or run the other way; the % refers to the polarisation; further: potency means the concentration at half of the fitted maximal effect; on the % scale 0 is the no-effect control and ±100 the full control effect
Active calls of the source: *; i = inactive; ? = inconclusive; nt = not tested or not shown; [ ] = another dose, or the depositor's remark. Unless noted, the call rests on the fitted dose curve; in most records, active means well fitted curve in the direction sought with a large enough effect; inconclusive means small, poorly fitted or top-dose-only effect, or another doubt; inactive means no such curve, though single readings can be large; an effect the other way counts as inactive or inconclusive. Compounds were not picked by outcome; any-hit rate near 11%.

SMILES | ERG-DNA inh | PGK inhibitor | HP1b binding inh | G9a inh | GLS inhibitor | BAZ2B inh | PI4K2A inh | JMJD2A Tudor | Pin1 inhibitor
O=c1c(Cc2c(F)cccc2Cl)c(O)ccn1CC1CCCO1 (centres undefined) | 1% | 0% | 39% | -11% | -1% | -22% | 3 | -3% | -6%
Cc1cccc(NC(=O)CSc2nncn2C)c1 | 0% | -10% | 19% | -2%[59 µM] | -4% | -10% | 5 | -1% | -6%
N#CC(C#N)=C1C=CC=CN1/C(=C\c1ccccc1)C(=O)c1cccs1 | -1% | -13% | -12% | 1.1µM* | 0% | -9% | -2 | ? | ?
CCN(CC(=O)Nc1ccc(NC(C)=O)cc1)CC(=O)Nc1ccc(F)c(Cl)c1 | -5% | 1% | 31% | -1% | 0% | -11% | 4 | -15% | -17%
CCN(CC)Cc1c(O)ccc2c(=O)c(-c3ccc(Cl)cc3)coc12 | 21% | 1% | 24% | 17%[59 µM] | 1% | -26% | -3 | -10% | 6%
COC(=O)c1c(-c2ccsc2)oc2ccc(-c3cc(OC)c(OC)c(OC)c3)cc12 | -1% | 3% | 76%[activator] | nt | -2% | nt | -1 | 18% | ?
Cn1cccc1C(=O)OCC(=O)Nc1cc(C(C)(C)C)nn1-c1ccccc1 | 4% | i | 18% | 4%[59 µM] | ? | -11% | -1 | -11% | 2%
CCOC(=O)NC1(C(F)(F)F)NC(=O)N(c2ccc(F)cc2)C1=O (centres undefined) | -2% | 3% | 30% | 14%[59 µM] | 5% | -2% | -2 | -4% | -2%
CC(C)(C)C(=O)NC1(C(F)(F)F)NC(=O)N(c2ccccc2F)C1=O (centres undefined) | 14% | -3% | 34% | -3%[59 µM] | -4% | -1% | 4 | 6% | 1%
O=c1nc(/C=C/c2ccccc2C(F)(F)F)cc(C(F)(F)F)[nH]1 | 2% | -12% | 28% | ? | -2% | 9% | -9 | -10% | -1%
COc1ccc(CNC(=O)CCc2nc(-c3ccc(OC)cc3)no2)cc1 | 7% | -3% | 37% | 10%[59 µM] | 3% | 3% | -2 | 5% | -3%
Cc1nc(C(=O)NC2CC2)sc1C1(C)CC(c2cccc([N+](=O)[O-])c2)=NO1 (centres undefined) | 6% | 5% | 23% | 3%[12.7 µM] | -3% | -5% | -1 | -17% | -7%
Cc1[nH]c(=O)c(Cc2ccccc2)c(O)c1C#N | -2% | -2% | 5% | nt | 13% | nt | 3 | -13% | 5%
O=C(c1cc2ccccc2cc1O)N1CCN(c2ccccn2)CC1 | 8% | -1% | -23% | ? | 34%[activator] | -5% | 9 | -25% | -6%
CCN(CC(=O)Nc1c(F)cccc1F)C(=O)C1CC(=O)N(c2ccccc2OC)C1 (centres undefined) | -27% | 2% | 38%[activator] | nt | -28% | -10% | 4 | -7% | -1%
CCC(=O)Nc1ccccc1-c1nc2ccccc2n(CC(=O)c2ccc(C)cc2)c1=O | 1% | 9% | 37% | ? | 2% | 6% | -1 | 6% | 0%
CCCCOC(=O)Nc1nnc(C(C)C)s1 | 7% | -5% | 49%[activator] | -2%[59 µM] | 16% | -17% | 0 | -22% | -1%
CN1CCC(N(C)C(=O)c2ccccc2F)CC1 | 1% | -1% | 8% | nt | -4% | 11% | 0 | -20% | 1%
CC12CCC(=O)N1C(C(=O)Nc1ccccc1N1CCOCC1)CS2 (centres undefined) | 2% | 4% | 11% | nt | -5% | -1% | -2 | -13% | -2%
Nc1nnc(SCC(=O)Nc2cc(S(=O)(=O)N3CCOCC3)ccc2N2CCCC2)s1 | 4% | -15% | 38% | -6%[59 µM] | 26% | 3% | -5 | -13% | 1%
Cc1ccc(C(=O)NCc2n[nH]c(=S)n2-c2ccccc2)cc1[N+](=O)[O-] | -3% | 6% | -2% | 10µM* | 9% | -23% | 5 | 14µM* | 0%
COc1ccc(OC)c(CNC(=O)c2ccc(NC(=O)c3nsc4ccccc34)cc2)c1 | 3% | 9% | -2%[57 µM] | 14%[59 µM] | 12% | -3% | 0 | -18% | 30%
COc1cc(/C=C/c2nc3cc(Cl)ccc3c(=O)n2-c2cccc(C(F)(F)F)c2)cc(OC)c1OC | 3% | -5% | 27% | 4%[59 µM] | 5% | 1% | -2 | -12% | 4%
Cc1ccc(-n2nnc(-c3nc(-c4cccs4)no3)c2N)cc1C | -2% | -5% | 29% | ? | -5% | -11% | 3 | -26% | 0%
COc1ccc(-c2noc(-c3ccc(N4CCN(C)CC4)c([N+](=O)[O-])c3)n2)cc1OC | 6% | 1% | 27% | -28%[59 µM] | 4% | -1% | 0 | -8% | 21%
CN1C(=O)CSc2ccc(NC(=O)N3CCC(N4CCCCC4)CC3)cc21 | nt | -6% | 5% | ? | 39%[activator] | 5% | 0 | -22% | 10%
OCCNc1cnc2ccccc2n1 | 4% | 10% | -2% | 3% | -9% | -11% | 3 | -29%[11.4 µM] | 0%
COc1cccc(/C=C/c2[nH]c(=O)[nH]c(=O)c2[N+](=O)[O-])c1O | 8% | 0% | -13% | ? | 221%[activator] | -8% | -9 | -12% | -1%
CCC1=C(CC2NCCc3ccccc32)CC2c3cc(OC)c(OC)cc3CCN2C1 (centres undefined) | nt | -10% | 10% | nt | 13% | nt | 2 | -21% | ?
O=C(c1cnc2n(c1=O)CCS2)N1CCN(c2ccc(Cl)c(Cl)c2)CC1 | -7% | i | 30% | -7% | 3% | 7% | -3 | -1% | 1%
Nc1nc(NCc2ccco2)nc(N2CCCCCC2)c1[N+](=O)[O-] | 3% | -13% | ? | ? | -2% | 50µM* | -1 | 56µM* | -7%
COc1ccc(/C=N/NC(=O)COc2ccccc2-c2ccccc2)cc1 | -2% | -6% | 19% | 15%[59 µM] | -4% | 0% | -1 | -21% | 5%
O=S(=O)(NCC(c1ccco1)N1CCN(c2ccccc2)CC1)c1ccccc1 (centres undefined) | -14% | -11% | 23% | 1%[59 µM] | 4% | -36% | -6 | -25% | 1%
CCC(CC)CN1CCC(CN2C(=S)NC[C@@H]2CC(C)C)CC1 | 2% | -1% | 37% | nt | 6% | nt | -1 | -19% | -12%
Cc1noc(C)c1COC(=O)C1CCN(C(=O)c2ccc(Cl)cc2)CC1 | ? | -3% | 22% | -33% | 4% | 1% | 1 | -8% | 3%
CCOC(=O)c1c(CSc2ccccc2)n(C)c2ccc(O)c(CN3CCN(C)CC3)c12 | 11% | i | -16% | nt | 4% | ? | 0 | 45µM* | -4%
Cc1cccc(C)c1NC(=O)C(=O)c1cn(C)c2ccccc12 | 1% | 0% | 39% | -3% | -10% | ? | -6 | -9% | -5%
Cc1ccc(CNc2nc(Cl)c(C#N)s2)cc1 | -1% | 3% | 46%[activator] | -5% | 2% | -1% | 1 | 1% | 1%
Cc1ccc(-c2nc3scc(CCNS(=O)(=O)c4c(C)noc4C)n3n2)cc1 | -1% | 10% | 28% | 22%[59 µM] | -11% | -17% | -1 | -6% | ?
Cc1ccc(S(=O)(=O)Nc2ccc(C(OC(=O)c3ccccc3[N+](=O)[O-])(C(F)(F)F)C(F)(F)F)cc2)cc1 | -4% | -4% | -10% | ? | 6% | ? | 0 | ? | -12%
CN(CC(=O)Nc1ccc(Cl)c(C(F)(F)F)c1)C(=O)CCN1C(=O)C2CCCCC2C1=O (centres undefined) | 6% | 5% | 26% | 11%[2.33 µM] | 2% | 7% | 2 | -9% | -3%
CCO/C=C1\SC(=S)N(c2ccc(Cl)cc2)C1=O | 130%[activator] | 0% | -15% | ? | 2% | -36% | 2 | -29% | 51%[activator]
COc1ccc(NCC(O)COc2ccc(C(C)(C)C)cc2)cc1 (centres undefined) | 6% | -6% | ? | ? | ? | ? | 2 | ? | -1%
CCOc1ccc(N(CC(=O)NC2CC3CCC2C3)S(=O)(=O)c2ccccc2)cc1 (centres undefined) | -1% | i | 30% | 14%[59 µM] | -12% | -1% | -1 | -14% | -2%
CCOc1ccc(/C(O)=C2/C(=O)C(=O)N(CCN(CC)CC)C2c2ccco2)cc1 (centres undefined) | 0% | -1% | 26% | -10%[59 µM] | 3% | -5% | -2 | -27% | ?
COc1ccc(NS(=O)(=O)c2cc(N)ccc2N2CCCC2)cc1 | 0% | -2% | ? | nt | ? | nt | 0 | 56µM* | 6%
O=[N+]([O-])c1ccc(-c2c[nH]c(=S)[nH]2)cc1 | 19% | -15% | ? | 2µM* | -5% | -2% | -12 | ? | -12%
O=C(CCS(=O)(=O)c1cccc2nsnc12)N1CCN(C(=O)c2ccco2)CC1 | -4% | -8% | 27% | ? | -6% | -7% | -1 | -9% | 5%
Cc1ccc(N(C(=O)c2csnn2)C(C(=O)NC2CCCCC2)c2cccnc2)cc1 (centres undefined) | -4% | 1% | 16% | -6% | 0% | 4% | -3 | 0% | -1%

Rewritten with values under each structure: entries from further up
The line under a structure holds: ERG-DNA inh, PGK inhibitor, HP1b binding inh, G9a inh, GLS inhibitor, BAZ2B inh, PI4K2A inh, JMJD2A Tudor, Pin1 inhibitor
CN(CC(=O)Nc1ccc(Cl)c(C(F)(F)F)c1)C(=O)CCN1C(=O)C2CCCCC2C1=O (centres undefined)
    6%, 5%, 26%, 11%[2.33 µM], 2%, 7%, 2, -9%, -3%
CCO/C=C1\SC(=S)N(c2ccc(Cl)cc2)C1=O
    130%[activator], 0%, -15%, ?, 2%, -36%, 2, -29%, 51%[activator]
COc1ccc(NCC(O)COc2ccc(C(C)(C)C)cc2)cc1 (centres undefined)
    6%, -6%, ?, ?, ?, ?, 2, ?, -1%
